Screens deposited in PubChem by several laboratories.
ABCB6 inh MLPCN: inhibitors of human ABC transporter ABCB6 | Q9NP58 | K562-ABCB6 porphyrin accumulation, flow cytometry, 1 h; stronger effect = lower value | AID 602162 | actives 0.19% (n = 360,000) | fluorescence ratio to DMSO, % at 10 µM;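 active = fluorescence ratio to DMSO below 75%, the collection mean minus 3 SD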;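 also: signal is porphyrin accumulated inside mitochondria; 100% equals median channel fluorescence of DMSO control wells; lower ratio means ABCB6 inhibition with less porphyrin fluorescence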
Target sequence (Q9NP58 whole entry, looked up): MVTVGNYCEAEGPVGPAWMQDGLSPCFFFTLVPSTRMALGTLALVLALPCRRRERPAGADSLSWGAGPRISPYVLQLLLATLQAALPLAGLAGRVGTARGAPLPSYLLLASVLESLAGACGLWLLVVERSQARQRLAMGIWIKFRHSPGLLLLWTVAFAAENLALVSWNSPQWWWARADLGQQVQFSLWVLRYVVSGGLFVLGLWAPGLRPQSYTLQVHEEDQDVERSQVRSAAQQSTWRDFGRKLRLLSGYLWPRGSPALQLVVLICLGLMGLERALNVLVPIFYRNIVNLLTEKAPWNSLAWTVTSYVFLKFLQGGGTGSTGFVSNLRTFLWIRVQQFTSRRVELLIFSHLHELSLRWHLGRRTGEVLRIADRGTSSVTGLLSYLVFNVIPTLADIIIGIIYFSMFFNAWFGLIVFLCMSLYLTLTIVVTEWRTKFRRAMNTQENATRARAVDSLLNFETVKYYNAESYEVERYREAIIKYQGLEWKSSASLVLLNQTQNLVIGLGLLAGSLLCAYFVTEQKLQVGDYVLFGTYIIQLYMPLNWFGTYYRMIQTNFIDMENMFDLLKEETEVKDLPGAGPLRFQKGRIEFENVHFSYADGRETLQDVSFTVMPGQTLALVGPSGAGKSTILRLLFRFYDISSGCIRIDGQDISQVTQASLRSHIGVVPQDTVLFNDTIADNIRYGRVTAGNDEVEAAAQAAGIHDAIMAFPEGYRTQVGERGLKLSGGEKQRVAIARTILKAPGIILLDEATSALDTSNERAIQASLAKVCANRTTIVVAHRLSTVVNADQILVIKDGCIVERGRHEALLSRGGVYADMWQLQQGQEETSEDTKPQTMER
HTR2A ag: mouse HTR2A agonism via beta-arrestin recruitment. P35363. CHO-K1 mHTR2A beta-arrestin complementation, luminescence; percent of 30 µM serotonin response. activation, % at 7.6 µM. actives 0.66% (n = 360,000). AID 624169;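 active = activation above a run cutoff, the mean activation of all tested compounds plus 3 SD, cut at about 14% in these data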;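 also: 0% = plate median of compound wells and 100% = 30 µM serotonin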
Vif inh: inhibitors of HIV Vif. HEK293T cells, Vif self-association by quenched fluorescence, imaging, 24 h. inhibition, % at 7.49 µM. actives 0.35% (n = 340,000); in the data active = inhibition above about 50%, passing the limit was not always enough; also: some results filed as inactive read as strong as hits
H9c2 protect: modulators protecting cardiomyocytes from myocardial damage. H9c2 cardiomyocytes, H2O2 injury protection, ATPLite, 2 h. protection from H2O2 cell death, % at 20 µM. actives 0.63% (n = 360,000). AID 588492;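 active = compounds giving at least 50% protection of heart cells from peroxide-induced death in the single-dose screen, raw or plate-pattern-corrected value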;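 also: 0% = DMSO wells with peroxide and 100% = DMSO wells without peroxide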
aDG glyco up: increases alpha dystroglycan glycosylation. AID 624168. Pro5-aDG cells, alpha-DG glycosylation AlphaScreen (IIH6); 0% Pro5, 100% B10-LARGE cell signal. actives 0.22% (n = 360,000). activation, % at 10 µM;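 active = activation of at least 8% versus controls, or a plate z-score of at least 8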;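 also: Pro5 are CHO cells carrying HIG-tagged alpha-DG that lacks glycosylation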
CaV13 FRET inh: Disruptors of the CACNA1D IQ motif to Ca2+-dependent inactivation inhibitor domain association, primary screening, Förster resonance energy transfer in intact living …; inhibition, % at 12.3 µM; HEK cells, CFP/YFP FRET ICDI-IQ, plate reader, 10 min; percent FRET-ratio fall versus neutral wells; actives 0.098% (n = 340,000);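 active = mean replicate inhibition of at least 30% and at least 1% of replicates passing that level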;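 also: 0% = median of the neutral control wells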
N-glyco inh: blocks N-linked glycosylation in D54 reporter cells; D54 ERlucT glycosylation luciferase reporter, 24 h; percent of 100 nM tunicamycin response; reporter increase, % at 12.5 µM; actives 0.23% (n = 360,000); AID 588692;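 active = mean luciferase reporter signal, scaled so untreated is 0 and the glycosylation-blocking control 100, at or above a set limit in every replicate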;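 also: luciferase carries N-glycosylation sites so blocking glycosylation raises the light; 0% = median of neutral control wells and 100% = median of 100 nM tunicamycin wells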
iPSC survival up: enhancers of human iPSC single-cell survival. actives 0.044% (n = 360,000). survival enhancement, % at 20 µM. AID 602274. hiPSC single-cell survival, ATPlite luminescence; 100% = ROCK inhibitor wells, 0% = DMSO; in the data active = survival enhancement above about 18%;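 also: cells exposed to compounds for 16 hours before the ATP read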
PDI turbidity: blocks human protein disulfide isomerase activity. P07237. PDI insulin aggregation turbidity, A650, 90 min. inhibition, % at 10 µM. actives 0.052% (n = 350,000). AID 588391;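 active = mean inhibition across replicates of 30% or more, whatever share of single replicates reach that level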;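 also: absorbance from insulin aggregation driven by PDI reduction with DTT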
Exocytosis inh: blocks lytic granule exocytosis | actives 0.66% (n = 360,000) | AID 651702 | inhibition, % at 10 µM | TALL-104 LAMP-1 surface exposure, flow cytometry; cells stimulated with thapsigargin and PMA;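 active = inhibition above about 55%, limit read from the data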
The depositor's hits bear a star.

CN(C(=O)CSc1nc2ccccc2c(=O)n1-c1ccc(F)cc1F)C1CCS(=O)(=O)C1 (centres undefined) was read as ABCB6 inh MLPCN 100, HTR2A ag 2, Vif inh 33, H9c2 protect 0, aDG glyco up -0.3, CaV13 FRET inh -6, N-glyco inh -2, iPSC survival up -2.1, PDI turbidity -1 and Exocytosis inh 2.
Screening COc1ccccc1C(=O)N/N=C(\C)CC(=O)Nc1ccc(Nc2ccccc2)cc1 returned ABCB6 inh MLPCN 96, HTR2A ag -5, Vif inh 4, H9c2 protect 0, aDG glyco up -0.2, CaV13 FRET inh -2, N-glyco inh 1, iPSC survival up 0.6, PDI turbidity 12 and Exocytosis inh 6.
For CCCSc1nc2ccsc2c(=O)n1CC the results were ABCB6 inh MLPCN 106, HTR2A ag 1, Vif inh 19, H9c2 protect -3, aDG glyco up 0.3, CaV13 FRET inh -5, N-glyco inh -2, iPSC survival up 2.1, PDI turbidity 2 and Exocytosis inh 2.
`COc1ccc(OCCCC(=O)OCC(=O)c2ccc3c(c2)NC(=O)CO3)cc1` gave ABCB6 inh MLPCN 86, HTR2A ag 0, Vif inh 23, H9c2 protect -4, aDG glyco up -0.2, CaV13 FRET inh -5, N-glyco inh 1, iPSC survival up 0.2, PDI turbidity -1 and Exocytosis inh 8.
Cc1ccc(C(=O)CCc2ccc(N)cc2)cc1 was read as ABCB6 inh MLPCN 99, HTR2A ag 4, Vif inh 7, H9c2 protect -2, aDG glyco up 0.0, CaV13 FRET inh -4, N-glyco inh 0, iPSC survival up -0.5, PDI turbidity 2 and Exocytosis inh 2.
Screening Cn1c(=O)c2ccccc2n(CC(=O)N2CCCc3ccccc32)c1=O returned ABCB6 inh MLPCN 100, HTR2A ag 0, Vif inh 7, H9c2 protect -4, aDG glyco up 0.3, CaV13 FRET inh -4, N-glyco inh -1, iPSC survival up 0.2, PDI turbidity -3 and Exocytosis inh 0.
OCCNCCCCOc1ccc(F)cc1 was read as ABCB6 inh MLPCN 90, HTR2A ag 0, Vif inh 4, H9c2 protect 4, aDG glyco up 0.1, CaV13 FRET inh -9, N-glyco inh -1, iPSC survival up 1.9, PDI turbidity 1 and Exocytosis inh 0.
`O=C(c1ccc(Cl)c(Cl)c1)N1CCN(Cc2ccc3c(c2)OCO3)CC1` gave ABCB6 inh MLPCN 95, HTR2A ag -3, Vif inh -2, H9c2 protect -5, aDG glyco up 0.1, CaV13 FRET inh -4, N-glyco inh -1, iPSC survival up 2.3, PDI turbidity 0 and Exocytosis inh 17.
`CCCCOc1ccc(C(=O)N=c2sccn2C)cc1OC` gave ABCB6 inh MLPCN 102, HTR2A ag -7, Vif inh -13, H9c2 protect -2, aDG glyco up 0.1, CaV13 FRET inh -6, N-glyco inh -1, iPSC survival up -0.3, PDI turbidity -8 and Exocytosis inh 6.
For O=C(NCc1cccnc1)C1CCCN(S(=O)(=O)c2ccc(Br)cc2)C1 (centres undefined) the results were ABCB6 inh MLPCN 100, HTR2A ag 0, Vif inh 6, H9c2 protect -7, aDG glyco up 0.1, CaV13 FRET inh -2, N-glyco inh -1, iPSC survival up -2.5, PDI turbidity -2 and Exocytosis inh 3.
CCNC(=O)C1(C)CCN(Cc2ccc(C#N)cc2)C1 (centres undefined) was read as ABCB6 inh MLPCN 101, HTR2A ag 8, Vif inh 12, H9c2 protect 2, aDG glyco up -0.2, CaV13 FRET inh -11, N-glyco inh 0, iPSC survival up 0.8, PDI turbidity 8 and Exocytosis inh -1.
For COc1cc(C2C(C#N)=C(N)Oc3c2oc(CO)cc3=O)cc(OC)c1OC (centres undefined) the results were ABCB6 inh MLPCN 91, HTR2A ag 7, Vif inh 3, H9c2 protect 2, aDG glyco up -0.1, CaV13 FRET inh -3, N-glyco inh 2, iPSC survival up -0.2, PDI turbidity -11 and Exocytosis inh 3.

For convenience, part of the list above:
CN(C(=O)CSc1nc2ccccc2c(=O)n1-c1ccc(F)cc1F)C1CCS(=O)(=O)C1 (centres undefined) was read as ABCB6 inh MLPCN 100, HTR2A ag 2, Vif inh 33, H9c2 protect 0, aDG glyco up -0.3, CaV13 FRET inh -6, N-glyco inh -2, iPSC survival up -2.1, PDI turbidity -1 and Exocytosis inh 2.
Screening COc1ccccc1C(=O)N/N=C(\C)CC(=O)Nc1ccc(Nc2ccccc2)cc1 returned ABCB6 inh MLPCN 96, HTR2A ag -5, Vif inh 4, H9c2 protect 0, aDG glyco up -0.2, CaV13 FRET inh -2, N-glyco inh 1, iPSC survival up 0.6, PDI turbidity 12 and Exocytosis inh 6.
For CCCSc1nc2ccsc2c(=O)n1CC the results were ABCB6 inh MLPCN 106, HTR2A ag 1, Vif inh 19, H9c2 protect -3, aDG glyco up 0.3, CaV13 FRET inh -5, N-glyco inh -2, iPSC survival up 2.1, PDI turbidity 2 and Exocytosis inh 2.
`COc1ccc(OCCCC(=O)OCC(=O)c2ccc3c(c2)NC(=O)CO3)cc1` gave ABCB6 inh MLPCN 86, HTR2A ag 0, Vif inh 23, H9c2 protect -4, aDG glyco up -0.2, CaV13 FRET inh -5, N-glyco inh 1, iPSC survival up 0.2, PDI turbidity -1 and Exocytosis inh 8.

The list goes on.
For CN(C)C(/C=C/Nc1ccc(C#N)cc1)=C(C#N)C#N the results were ABCB6 inh MLPCN 106, HTR2A ag -2, Vif inh -2, H9c2 protect 7, aDG glyco up -0.1, N-glyco inh 0, iPSC survival up 5.4, PDI turbidity 3 and Exocytosis inh -2.
For COc1ccc2[nH]c(C(=O)O)c(CCN3C(=O)c4ccc(C(=O)O)cc4C3=O)c2c1 the results were ABCB6 inh MLPCN 95, HTR2A ag 1, Vif inh -3, H9c2 protect 7, aDG glyco up 0.0, CaV13 FRET inh -2, N-glyco inh -1, iPSC survival up 0.7, PDI turbidity -5 and Exocytosis inh -1.
For C=CCn1c(-c2ccc(OC)cc2)csc1=Nc1c(C)n(C)n(-c2ccccc2)c1=O the results were ABCB6 inh MLPCN 100, HTR2A ag -6, Vif inh -10, H9c2 protect -9, aDG glyco up -0.2, CaV13 FRET inh -2, N-glyco inh -1, iPSC survival up 0.7, PDI turbidity 0 and Exocytosis inh 1.
For COc1ccc(CC(=O)OCC(=O)NC2CCCCCC2)cc1OC the results were ABCB6 inh MLPCN 97, HTR2A ag -1, Vif inh -7, H9c2 protect 0, aDG glyco up -0.1, CaV13 FRET inh -5, N-glyco inh 4, iPSC survival up -0.4, PDI turbidity 9 and Exocytosis inh 0.
For O=[N+]([O-])c1ccc(-c2cn(-c3ccc(Cl)cc3)cn2)cc1 the results were ABCB6 inh MLPCN 97, HTR2A ag 2, Vif inh -4, H9c2 protect -2, aDG glyco up 0.1, CaV13 FRET inh -6, N-glyco inh -2, iPSC survival up 0.1 and Exocytosis inh 35.
`COc1ccc(NC(=S)NCCc2ccc(S(N)(=O)=O)cc2)c(OC)c1` gave ABCB6 inh MLPCN 102, HTR2A ag 2, Vif inh -3, H9c2 protect 2, aDG glyco up 0.7, CaV13 FRET inh -4, N-glyco inh -1, iPSC survival up 1.6, PDI turbidity -7 and Exocytosis inh -8.
Screening NC(=O)C1CCN(C(=O)CCC(=O)c2cccs2)CC1 returned ABCB6 inh MLPCN 100, HTR2A ag 4, Vif inh 8, H9c2 protect 0, aDG glyco up 0.0, CaV13 FRET inh -6, N-glyco inh 4, iPSC survival up 1.1, PDI turbidity -4 and Exocytosis inh -1.
COc1ccc(/C=C(\NC(=O)c2ccc(OC)c(OC)c2)C(=O)NCCc2c[nH]c3ccccc23)cc1 was read as ABCB6 inh MLPCN 96, HTR2A ag 1, Vif inh -4, H9c2 protect 15, aDG glyco up -0.3, CaV13 FRET inh -3, N-glyco inh -2, iPSC survival up 0.0, PDI turbidity 9 and Exocytosis inh 10.
Screening CC1Cc2nc(SCC(=O)NCc3ccccc3)n(Cc3ccccc3)c(=O)c2S1 (centres undefined) returned ABCB6 inh MLPCN 94, HTR2A ag -2, Vif inh -7, H9c2 protect 8, aDG glyco up -0.2, CaV13 FRET inh -3, N-glyco inh 6, iPSC survival up 1.9 and Exocytosis inh -11.
`COc1cc(CO)cc(-c2cc(CO)cc(OC)c2OC)c1OC` gave ABCB6 inh MLPCN 98, HTR2A ag 0, Vif inh -8, H9c2 protect -3, aDG glyco up 0.0, CaV13 FRET inh -5, N-glyco inh 3, iPSC survival up -1.5, PDI turbidity 2 and Exocytosis inh -4.
`CC1CC(C)CN(C(=O)COC(=O)COc2ccc(C#N)cc2)C1` (centres undefined) gave ABCB6 inh MLPCN 100, HTR2A ag 0, Vif inh 6, H9c2 protect 10, aDG glyco up 0.2, CaV13 FRET inh -5, N-glyco inh -1, iPSC survival up -1.5, PDI turbidity -1 and Exocytosis inh -2.
`Cc1ccc(/C=C/C(=O)N2CCN(S(=O)(=O)c3c(C)c(C)cc(C)c3C)CC2)o1` gave ABCB6 inh MLPCN 104, HTR2A ag -1, Vif inh 1, H9c2 protect -5, aDG glyco up 0.1, N-glyco inh 5, iPSC survival up 1.2, PDI turbidity -4 and Exocytosis inh 26.
For CCN(c1ccccc1)S(=O)(=O)c1cccc(C(=O)OCC(=O)c2c(N)n(C)c(=O)n(C)c2=O)c1 the results were ABCB6 inh MLPCN 101, HTR2A ag 0, Vif inh -3, H9c2 protect -7, aDG glyco up 0.0, CaV13 FRET inh -7, N-glyco inh 0, iPSC survival up 3.5, PDI turbidity -1 and Exocytosis inh -10.
COc1ccc(Cl)cc1N1C(=O)C2CCCN2C1c1ccccc1F (centres undefined) was read as ABCB6 inh MLPCN 96, HTR2A ag -5, Vif inh 0, H9c2 protect 9, aDG glyco up 0.0, CaV13 FRET inh -4, N-glyco inh -2, iPSC survival up -3.3 and Exocytosis inh -2.
Cc1ccc(O)c(C(=O)/C=C/c2ccc3c(c2)OCCO3)c1 was read as ABCB6 inh MLPCN 98, HTR2A ag -1, H9c2 protect -2, aDG glyco up -0.2, CaV13 FRET inh -10, N-glyco inh 8, iPSC survival up -0.4, PDI turbidity 3 and Exocytosis inh -3.
`O=C(N/N=C/C=C/c1ccco1)c1cnccn1` gave ABCB6 inh MLPCN 99, HTR2A ag 1, Vif inh -1, H9c2 protect 10, aDG glyco up 0.8, CaV13 FRET inh -2, N-glyco inh 6, iPSC survival up -0.7, PDI turbidity -6 and Exocytosis inh 8.
Cc1cn([C@H]2C[C@H](O)[C@@H](CNCc3cnc(N4CCOCC4)s3)O2)c(=O)[nH]c1=O was read as ABCB6 inh MLPCN 105, HTR2A ag 1, H9c2 protect -5, aDG glyco up -0.2, CaV13 FRET inh -2, N-glyco inh 0, iPSC survival up -0.9, PDI turbidity -5 and Exocytosis inh 5.
For CCOC(=O)c1nn(-c2ccccc2)c(=O)cc1OCC(=O)Nc1cccc(OC)c1 the results were ABCB6 inh MLPCN 93, HTR2A ag -7, Vif inh -8, H9c2 protect -3, aDG glyco up 0.0, CaV13 FRET inh -6, N-glyco inh 0, iPSC survival up -0.1, PDI turbidity 0 and Exocytosis inh -3.
O=C(Nc1ccc2[nH]c(=O)[nH]c2c1)c1cc(F)c(F)cc1Cl was read as ABCB6 inh MLPCN 94, HTR2A ag -1, Vif inh 5, H9c2 protect -2, aDG glyco up 0.2, CaV13 FRET inh -7, N-glyco inh -1, iPSC survival up -0.3, PDI turbidity 3 and Exocytosis inh 6.
